PP1 inh = PP1-alpha (human) inhibition in PP5 counter-screen. P62136. purified PP1alpha, OMFP fluorescence. inhibition, % at 6.7 µM. 320,000 tested, 0.9% active. AID 2235;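 active = inhibition above the mean inhibition of all tested compounds plus 3 SD, computed separately for each screening campaign, cut at about 15% in these data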
Target sequence (P62136 whole entry, looked up): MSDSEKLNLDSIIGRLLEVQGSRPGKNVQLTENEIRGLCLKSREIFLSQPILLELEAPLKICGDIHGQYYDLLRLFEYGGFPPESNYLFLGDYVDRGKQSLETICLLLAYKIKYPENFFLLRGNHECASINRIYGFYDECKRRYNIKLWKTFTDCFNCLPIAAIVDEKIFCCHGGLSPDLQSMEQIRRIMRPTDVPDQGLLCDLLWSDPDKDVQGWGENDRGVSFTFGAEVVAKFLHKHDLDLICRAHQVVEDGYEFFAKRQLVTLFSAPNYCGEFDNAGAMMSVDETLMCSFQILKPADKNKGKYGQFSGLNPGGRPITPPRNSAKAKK
TPT1 inh = C. albicans TPT1 enzyme inhibition. AID 1962. recombinant caTPT1, FP RNA substrate dephosphorylation. 300,000 tested, 0.81% active. inhibition, % at 5 µM;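 active = inhibition above the mean of all tested compounds plus 3 SD, set per screening campaign, cut at about 24% in these data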;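 also: plate controls were DMSO alone for no effect and ferristatin control at 100 nM for full effect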
procasp7 counter = counter-screen: procaspase-7 (human) activation. P55210. 330,000 tested, 0.093% active. activation, % at 8.5 µM. recombinant procaspase-7, Ac-DEVD-pNA absorbance 405 nm; D23A/D198A/D206A triple mutant, cannot self-cleave; scale: DMSO 0, 5 µM enzyme 100;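 active = percent activation above the screen-wide mean plus 3 SD, cut at about 25% in these data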
Target sequence (P55210 whole entry D23A/D198A/D206A): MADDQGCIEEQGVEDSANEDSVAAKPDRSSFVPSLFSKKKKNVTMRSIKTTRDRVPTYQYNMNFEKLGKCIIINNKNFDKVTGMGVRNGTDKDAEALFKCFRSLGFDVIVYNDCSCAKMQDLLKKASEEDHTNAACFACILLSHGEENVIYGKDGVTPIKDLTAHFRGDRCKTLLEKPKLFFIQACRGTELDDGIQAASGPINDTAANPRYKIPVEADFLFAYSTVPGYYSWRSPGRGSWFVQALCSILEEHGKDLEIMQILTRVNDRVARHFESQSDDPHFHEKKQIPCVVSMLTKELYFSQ
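Assay system: Uncleavable procaspase-7 mutant enzyme / Input: 2 µM procaspase-7 mutant as dispensed / Dosing: single nominal 8.5 µM compound dose, 0.8% DMSO final / Timing: 1 h enzyme–compound preincubation and 2 h substrate reaction, both 25 °C / Detection: p-Nitroaniline absorbance at 405 nm, read at 0 and 120 min / Replication: singlicate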
PAFAH2 FP inh = inhibitors of human PAFAH2. Q99487. recombinant PAFAH2, FP-rhodamine activity probe, fluorescence polarization. inhibition, % at 3.39 µM. 340,000 tested, 0.99% active;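 active = inhibition above the mean over all tested compounds plus 3 SD, cut at about 30% in these data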;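 also: inhibitors block probe labeling of enzyme so polarization drops; 0% = enzyme with DMSO and 100% = wells lacking PAFAH2 protein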
procasp3 activ = procaspase-3 (human) activation. recombinant procaspase-3 D3A, Ac-DEVD-pNA absorbance 405 nm. activation, % at 8.5 µM. 330,000 tested, 0.11% active. AID 463141;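 active = activation above the mean of all tested compounds plus 3 SD, cut at about 21% in these data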;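 also: 0% = DMSO alone and 100% = DMSO wells spiked with extra 5 µM PC-3 D3A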
Target sequence (P42574 whole entry D9A/D28A/D175A): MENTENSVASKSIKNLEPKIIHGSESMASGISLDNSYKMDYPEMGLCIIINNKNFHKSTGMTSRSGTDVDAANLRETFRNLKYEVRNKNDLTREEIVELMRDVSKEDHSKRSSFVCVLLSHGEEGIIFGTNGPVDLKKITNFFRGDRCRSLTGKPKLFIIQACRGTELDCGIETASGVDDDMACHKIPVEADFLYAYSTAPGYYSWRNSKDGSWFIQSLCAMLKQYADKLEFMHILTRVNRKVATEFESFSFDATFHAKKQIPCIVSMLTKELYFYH
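Assay system – Procaspase-3 D3A mutant · Benchmarks – DMSO low control, extra-enzyme high control · Technique – 405 nm absorbance of p-nitroaniline, reads at 0 and 120 min · Doses – 8.5 µM nominal · Measure – % activation between DMSO and enzyme-spiked controls · Also added – Ac-DEVD-pNA chromogenic peptide substrate · Schedule – 1 h compound preincubation, 2 h substrate hydrolysis at 25 °C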
PP5 primary = blocks human protein phosphatase 5 activity; P53041; purified PP5c, OMFP substrate fluorescence; inhibition, % at 6.7 µM; 320,000 tested, 0.18% active; AID 1987;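 active = inhibition above the campaign's mean inhibition across all tested compounds plus 3 SD, cut at about 9.5% in these data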;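 also: 0% = DMSO only and 100% = 100 µM cantharidin control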
core dimer inh = blocks dimerization of HCV core protein. 300,000 tested, 0.33% active. inhibition, % at 5 µM. TR-FRET GST/Flag-core106 dimerization, 1536-well. AID 1899;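 active = inhibition above the mean of all tested compounds plus 3 SD, set per screening campaign, cut at about 45% in these data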
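System: GST/Flag-tagged HCV core106 proteins. Incubation: compound-protein-antibody incubation 4 h at 22.5 °C. Technique: HTRF with 340 nm excitation, 617/671 nm emission. Medium: KF-containing HEPES buffer, pH 7.45, DTT, CHAPS, BSA. Read-out: inhibition (%) from 671 over 617 nm ratio. Also added: Eu(K)-anti-GST 90 ng/mL plus XL665-anti-Flag 1 µg/mL.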
CTSL1 counter = counter-screen for PFM18AAP inhibitors: inhibitors of F. hepatica cathepsin L1; recombinant F. hepatica cathepsin L1, Z-Leu-Arg-MCA fluorescence; inhibition, % at 5.96 µM; 300,000 tested, 0.49% active;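 active = inhibition above the mean of all tested compounds plus 3 SD, set per screening campaign, cut at about 17% in these data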;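 also: 0% = plate median of test compound wells and 100% = 1 µM Z-Phe-Ala-diazomethylketone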
AHR act = activates the human aryl hydrocarbon receptor | P35869 | 320,000 tested, 2.5% active | AID 2796 | AHR-responsive luciferase reporter cells, luminescence | activation, % at 5 µM; in the data active = activation above about 47%;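 also: 0% = vehicle wells and 100% = reference agonist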
* = called active by the depositor; · = not tested or not shown. Rows are unselected; about 5.6% have a hit in one of these screens.

molecule	procasp7 counter	PP1 inh	procasp3 activ	CTSL1 counter	PP5 primary	core dimer inh	AHR act	PAFAH2 FP inh	TPT1 inh
CCOC(=O)C(C)Oc1cccc2c(=O)n(CC(=O)NCCc3ccc(OC)c(OC)c3)ccc12 (stereo unspecified)	1	1	4	-4	-0.8	-6	5	-2	-5
NC(=O)c1ccc(NC(=O)Cc2cccs2)cc1	6	0	-3	-6	1.2	1	2	12	1
COc1ccc(-c2[nH]ncc2/C=N\NS(=O)(=O)c2ccccc2)cc1OC	-6	1	3	9	1.0	-6	92*	-3	15
Cc1ccc(-c2nn(-c3cccc(F)c3)cc2CNCCc2ccncc2)o1	-1	9	0	-4	0.7	-3	7	2	4
CCNC(=O)C1CCCN1S(=O)(=O)c1ccc(OC)cc1 (stereo unspecified)	5	-1	-8	-2	0.5	-6	0	-1	-1
CCOC(=O)c1c(-c2ccccc2)csc1NC(=O)/C(C#N)=C/c1ccc(OC)c(OC)c1	-11	-4	-4	-3	0.0	2	0	-7	6
OC(Cn1cncn1)c1ccc(Cl)cc1Cl (stereo unspecified)	7	2	-1	-4	0.7	2	3	2	3
CC(=O)c1c(C)[nH]c(C(=O)OCC(=O)NCc2cccs2)c1C	-2	-2	-2	·	3.0	·	7	3	·
Cc1ccccc1C1C(C#N)=C2N=C(N)c3ccccc3N2C2=C1C(=O)CCC2 (stereo unspecified)	-2	-3	6	-2	1.4	2	-2	25	0
CCc1ccc(CNC(=O)Cn2nc(-c3ccc(C)cc3)ccc2=O)cc1	7	2	-3	2	0.0	7	9	·	1
O=C(Cc1csc(N2CCOCC2)n1)N/N=C/c1ccc(F)cc1	12	2	5	0	-1.9	1	2	-1	-2
Cc1[nH]c2ccccc2c1C(=O)CN1CCC(C)CC1	6	1	-2	-1	-1.0	-7	56*	4	-4
COc1ccc(C2(C)NC(=O)N(CC(=O)NC3CCCC3)C2=O)cc1OC (stereo unspecified)	-1	-2	-4	·	-1.6	·	0	0	·
O=C(O)C1C2C=CC(C3CC23)C1C(=O)NCCc1ccccc1 (stereo unspecified)	6	-1	-2	-2	2.1	-2	4	5	1
Cc1ccc(C(C(=O)NC(C)(C)C)N(Cc2cccs2)C(=O)c2ccc3c(c2)OCCO3)cc1 (stereo unspecified)	-3	1	8	0	3.0	2	2	-4	-1
O=C(c1ccc(S(=O)(=O)Nc2ccccc2)cc1)N1CCCC(C(F)(F)F)C1 (stereo unspecified)	-9	0	6	3	1.1	4	-2	3	-2
CC(Cc1cccnc1)NC(=O)c1cc(COc2ccc(F)cc2F)on1 (stereo unspecified)	9	2	1	-1	2.2	12	6	-2	-3
CCCCCCCCOC(=O)C1=C(C)Nc2nnnn2C1c1cccs1 (stereo unspecified)	-1	13	4	7	3.8	3	4	3	-1
O=C(O)c1cccnc1SC1CC(=O)N(CCc2ccccc2)C1=O (stereo unspecified)	-10	1	2	-2	0.6	0	2	5	-3
O=C(OCC(=O)N1CCc2ccccc21)c1ccc[n+]([O-])c1	8	2	-7	-1	-0.2	1	9	0	-1
Cc1cc(S(=O)(=O)N2CCOCC2)ccc1OCC(=O)Nc1ccc(F)cc1	-7	-1	-14	4	0.0	13	-1	6	-1
O=C(N/N=C\c1cccc([N+](=O)[O-])c1O)C1COc2ccccc2O1 (stereo unspecified)	-9	-7	-9	0	-1.5	-1	0	2	4
Cc1nnc(SCC(=O)NCc2ccccc2Cl)[nH]c1=O	1	-2	0	-1	0.1	1	-3	-4	1
Cc1oc2cc(O)cc(O)c2c(=O)c1-c1ccc2c(c1)OCCCO2	-1	4	2	1	4.5	-3	1	-1	-2

2 entries picked at random from the list so far, as already listed:
molecule	procasp7 counter	PP1 inh	procasp3 activ	CTSL1 counter	PP5 primary	core dimer inh	AHR act	PAFAH2 FP inh	TPT1 inh
O=C(O)C1C2C=CC(C3CC23)C1C(=O)NCCc1ccccc1 (stereo unspecified)	6	-1	-2	-2	2.1	-2	4	5	1
Cc1cc(S(=O)(=O)N2CCOCC2)ccc1OCC(=O)Nc1ccc(F)cc1	-7	-1	-14	4	0.0	13	-1	6	-1

Given with values under each structure: entries from further up
Screens in order – procasp7 counter | PP1 inh | procasp3 activ | CTSL1 counter | PP5 primary | core dimer inh | AHR act | PAFAH2 FP inh | TPT1 inh
> O=C(O)C1C2C=CC(C3CC23)C1C(=O)NCCc1ccccc1 (stereo unspecified)
 : 6 | -1 | -2 | -2 | 2.1 | -2 | 4 | 5 | 1
> Cc1ccc(C(C(=O)NC(C)(C)C)N(Cc2cccs2)C(=O)c2ccc3c(c2)OCCO3)cc1 (stereo unspecified)
 : -3 | 1 | 8 | 0 | 3.0 | 2 | 2 | -4 | -1

New compounds follow.
molecule	procasp7 counter	PP1 inh	procasp3 activ	CTSL1 counter	PP5 primary	core dimer inh	AHR act	PAFAH2 FP inh	TPT1 inh
O=C(N/N=C\c1cccnc1)c1cc(-c2ccc(Cl)s2)[nH]n1	4	2	5	-3	1.6	1	32	-14	2
CC(=O)Nc1ccccc1N(C)S(=O)(=O)c1ccc(C)cc1	15	-5	2	-3	2.0	-7	-1	-6	-3
COCCn1c(SCC(=O)N2CCCCCC2)nc2c([nH]c3ccccc32)c1=O	2	-4	4	3	0.9	2	38	0	-2
NC(=O)Cn1cc(/C=N\NS(=O)(=O)c2ccc(Cl)cc2)c2ccccc21	6	-2	-3	0	1.0	-7	4	5	-1
O=C(Nc1ccc(F)cc1)c1cccnn1	2	-1	-1	3	-1.4	-3	51*	8	1
COC(=O)C(NC(=O)c1cccnc1Cl)C(C)C (stereo unspecified)	-5	-6	-5	-1	-2.2	-3	-2	1	3
CSc1n[nH]c(NC2=CC(=O)CCC2)n1	1	1	7	-1	1.6	-2	-1	-2	-1
CC1CCCN(S(=O)(=O)c2csc(C(N)=O)c2)C1 (stereo unspecified)	1	1	-6	2	2.4	-14	2	2	3
CSCCC(NS(=O)(=O)c1ccc(C)cc1)C(=O)Nc1ccc(C)cn1 (stereo unspecified)	5	-1	1	2	0.9	3	2	1	4
COc1ccc(CN(C(=O)c2cccc(OC)c2)C2CCS(=O)(=O)C2)cc1 (stereo unspecified)	4	-1	5	2	-2.3	-6	0	·	-5
COc1cc(NC(=O)C2CC(c3cccc(Br)c3)=NO2)cc(OC)c1OC (stereo unspecified)	-10	-1	1	0	-3.3	7	8	1	0
CCCC(=O)N1CCC(Cc2ccccc2)CC1	-2	-1	3	-6	-1.5	-4	-2	6	-1

Whole records as entered above:
`NC(=O)Cn1cc(/C=N\NS(=O)(=O)c2ccc(Cl)cc2)c2ccccc21` reads procasp7 counter = 6; PP1 inh = -2; procasp3 activ = -3; CTSL1 counter = 0; PP5 primary = 1.0; core dimer inh = -7; AHR act = 4; PAFAH2 FP inh = 5; TPT1 inh = -1
`CSc1n[nH]c(NC2=CC(=O)CCC2)n1` reads procasp7 counter = 1; PP1 inh = 1; procasp3 activ = 7; CTSL1 counter = -1; PP5 primary = 1.6; core dimer inh = -2; AHR act = -1; PAFAH2 FP inh = -2; TPT1 inh = -1

Among those listed so far, these have two or more sulfur atoms.
molecule	procasp7 counter	PP1 inh	procasp3 activ	CTSL1 counter	PP5 primary	core dimer inh	AHR act	PAFAH2 FP inh	TPT1 inh
CC1CCCN(S(=O)(=O)c2csc(C(N)=O)c2)C1 (stereo unspecified)	1	1	-6	2	2.4	-14	2	2	3
CSCCC(NS(=O)(=O)c1ccc(C)cc1)C(=O)Nc1ccc(C)cn1 (stereo unspecified)	5	-1	1	2	0.9	3	2	1	4

(more compounds)
molecule	procasp7 counter	PP1 inh	procasp3 activ	CTSL1 counter	PP5 primary	core dimer inh	AHR act	PAFAH2 FP inh	TPT1 inh
COc1ccccc1OCCOc1ccc(/C=C2\C(=N)N3N=C(C)SC3=NC2=O)cc1	0	0	11	-1	3.1	14	1	2	3
O=C(O)CCC(=O)N1N=C(c2ccccc2)CC1c1cccs1 (stereo unspecified)	-4	-3	4	3	2.0	3	-1	2	2
Cc1ccc(NC(=O)c2nc[nH]c2C(=O)N[C@@H](C)C(=O)OC(C)(C)C)cc1	2	2	1	1	7.1	-9	8	0	-1
O=C(Nc1ccc(SC(F)F)cc1)c1ccccc1F	0	-1	8	-3	-0.1	3	3	1	1
Cc1noc(/C=C/N(C)C)c1S(=O)(=O)N1CCN(c2ccccc2)CC1	7	2	-3	4	0.9	-7	2	-2	6
CC(=O)c1sc2nc(C)cc(C)c2c1N	3	-1	-6	-1	-0.6	-5	2	2	2
Cc1cccc(C)c1NC(=O)C(c1ccccc1)N1CC(=O)Nc2ccccc21 (stereo unspecified)	1	1	4	2	3.9	0	4	-1	-4
CCC(C)c1ccccc1NC(=O)COC(=O)c1ccc2c(c1)S(=O)(=O)c1ccccc1C2=O (stereo unspecified)	-1	0	-7	2	-1.0	6	2	1	1
Cc1ccc(Cc2c(C)nc3nc(SCC(=O)NCCCN4CCCCCC4)nn3c2C)cc1	-1	6	2	-5	-0.4	94*	0	·	7
S=C(c1ccc(-c2ccccc2Cl)o1)N1CCOCC1	-14	1	-7	0	1.2	-5	6	-2	1

Compound activity deposited in PubChem BioAssay by The Scripps Research Institute Molecular Screening Center.
